Xi reactivation = reactivates the inactive X chromosome in mouse fibroblasts | XiGFP mouse fibroblasts, % GFP-positive cells imaging, 3 d; cells co-treated with 5-aza-dC sensitizer; scaled so ellipticine positive control = 100% | activation, % at 7.58 µM | hit rate 0.055% among 360,000;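 active = mean normalized replicate activation at least 10% and every replicate at or above 10%; inconclusive = only one of the two criteria met; inactive = mean below 10% and not all replicates reach 10%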;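 also: 0% = median of on-plate neutral control wells and 100% = ellipticine 6 µM median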
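Assay system – SV40-immortalized XiGFP fibroblast cells, line 68-5-11 · Buffer or medium – DMEM supplemented with 5-aza-dC as sensitizing agent · Dosing – one concentration, pinned · Benchmarks – positive control ellipticine, 6 µM final · Times – 3 days compound exposure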
esBAF inh = SWI/SNF esBAF complex inhibition. mouse ES cells, Bmi1-luciferase knock-in reporter, 24 h; 100% = twice the neutral-well signal. reporter increase, % at 12.5 µM. hit rate 2% among 350,000; in the data active = activation above about 40%; inconclusive = no clear call, values can overlap the other calls;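 also: 0% = median of the plate's neutral control wells and 100% = double that signal; a rise in the Bmi1 reporter signal indicates esBAF inhibition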
EWS-Fli inh = blocks EWS/Fli oncoprotein-driven transcription. inhibition, % at 12.6 µM. hit rate 0.67% among 350,000. A673 NR0B1-luciferase reporter, viability-normalised;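 active = mean inhibition of at least 50% after viability correction, with every replicate also passing that limit; inconclusive = mean reaches 50% but only one of two replicates passes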;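 also: firefly luciferase signal divided by Alamar Blue viability fluorescence both relative to DMSO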
S100A4 MyoIIA = inhibitors of human S100A4 binding to myosin IIA peptide; inhibition, % at 10.7 µM; AID 652163; P26447; hit rate 0.14% among 360,000; S100A4/TAMRA-MyoIIA peptide fluorescence polarization;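 active = mean inhibition of at least 70% across replicates, with every replicate also reaching that level; inconclusive = mean inhibition reaches 70% but some replicates fall short; inactive = mean inhibition below 70%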
Target sequence (P26447 whole entry, looked up): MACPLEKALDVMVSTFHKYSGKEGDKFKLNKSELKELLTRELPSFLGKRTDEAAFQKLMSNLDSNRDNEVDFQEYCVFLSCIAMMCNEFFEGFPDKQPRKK
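Assay system: human S100A4 monomer with TAMRA-labelled myosin IIA peptide / Buffer or medium: Calcium-containing HEPES buffer, pH 7.2 / Reagent: TAMRA-labelled myosin IIA heavy-chain peptide probe, 5 nM / Compound: one dose per compound / Timing: polarization read 5 min after assay mix addition, stable 5–60 min / Benchmarks: neutral control DMSO, positive control TFP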
E-selectin induc = E-selectin induction on HUVECs. hit rate 0.37% among 260,000. HUVEC E-selectin immunofluorescence imaging; normalized: neutral wells 0, TNF-alpha wells 100. P16581. AID 686992. activation, % at 7.58 µM;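 active = mean E-selectin-positive cell signal at least 10% of the positive control, reached in at least 60% of replicates, without over 20% cell loss; inconclusive = no rule given, readout overlaps actives, possibly toxicity-flagged; inactive = the rest, including those meeting only one limit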;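 also: in these data hits start at about 27%; measured in HUVEC primary endothelial cells; signal is the percent of cells scored E-selectin positive by PE staining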
Target sequence (P16581 whole entry, looked up): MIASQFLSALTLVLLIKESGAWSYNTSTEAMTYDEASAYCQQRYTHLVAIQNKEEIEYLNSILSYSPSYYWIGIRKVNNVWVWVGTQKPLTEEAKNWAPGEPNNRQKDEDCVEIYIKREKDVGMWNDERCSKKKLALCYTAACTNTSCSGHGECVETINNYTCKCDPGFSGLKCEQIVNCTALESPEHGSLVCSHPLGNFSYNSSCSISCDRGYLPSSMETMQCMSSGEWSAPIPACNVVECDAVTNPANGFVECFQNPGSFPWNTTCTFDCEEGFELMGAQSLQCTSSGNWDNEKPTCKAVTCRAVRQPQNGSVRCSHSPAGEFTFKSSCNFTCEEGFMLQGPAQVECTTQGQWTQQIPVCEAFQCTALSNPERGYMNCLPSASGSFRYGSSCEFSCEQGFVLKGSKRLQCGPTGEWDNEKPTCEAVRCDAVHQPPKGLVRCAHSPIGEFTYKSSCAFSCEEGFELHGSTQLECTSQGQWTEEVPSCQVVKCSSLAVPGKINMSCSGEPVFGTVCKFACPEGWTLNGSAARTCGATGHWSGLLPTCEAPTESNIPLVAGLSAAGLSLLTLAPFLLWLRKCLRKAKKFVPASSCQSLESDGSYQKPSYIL
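Test system – human umbilical vein endothelial cells (HUVEC), E-selectin induction · Input – 3,000 HUVEC seeded per well · Buffer or medium – EGM-2, gelatin · Compound dosing – single-point compound dose · Detection – immunofluorescence imaging · Measure – percent E-selectin-positive cells · Controls – TNF-alpha high, DMSO low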
RAD54 branch = RAD54 (human) branch migration inhibition. Q92698. RAD54 Holliday junction branch migration, FAM/BHQ fluorescence. inhibition, % at 10.4 µM. hit rate 0.14% among 360,000;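 active = mean normalized replicate activity at least 40 and at least half of replicates scoring 40 or more; inconclusive = only one of the two criteria met; inactive = mean below 40 and under half of replicates reaching 40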;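 also: 0% = median of neutral control wells and 100% = median of positive control wells; inhibitors cause a drop in the FAM fluorescence signal; in these data hits start at about 50%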
RAD52 anneal inh = RAD52 (human) annealing inhibition. P43351. recombinant RAD52 DNA annealing, FRET fluorescence. inhibition, % at 18.7 µM. hit rate 0.46% among 360,000. AID 651710;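 active = every replicate showing at least 50% inhibition; inconclusive = mean inhibition at least 50% but not in every replicate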
FN deposition inh = fibronectin deposition inhibition | AH1F fibroblasts, Alexa488-fibronectin deposition fluorescence, overnight | inhibition, % at 12.6 µM | hit rate 0.086% among 350,000;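 active = mean inhibition across replicates of 30% or more, regardless of how many single replicates reach that level; inconclusive = mean under 30% yet at least half of replicates reach 30%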;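 also: positive control wells lacked labelled fibronectin entirely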
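Test system: AH1F fibroblast monolayer depositing Alexa488-labelled fibronectin into matrix. Input: 10000 cells per well. Technique: fluorescence, ex 485 nm, em 525 nm. Buffer or medium: DMEM plus 2% serum, read in PBS. Timing: 1 h cell adhesion before compound, then overnight fibronectin incubation. Compound: single dose, pinned. Read-out basis: inhibition from reduced deposited-fibronectin fluorescence.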
* = called active by the depositor; ? = inconclusive; nt = not tested or not shown; & = joins results of further samples. This is a random part of the collection; overall some 3% were active at least once.

canonical_smiles	Xi reactivation	esBAF inh	EWS-Fli inh	S100A4 MyoIIA	E-selectin induc	RAD54 branch	RAD52 anneal inh	FN deposition inh
CCOc1ccc(NC(=O)[C@H](C)NC(=O)C2CC(=O)N(c3ccc(OC)cc3)C2)cc1 (some centres not stated)	0.0	6	-6	-2	nt	-12	9	10
Cn1c(CNC(=O)CCNC(=O)c2ccccc2)cc(=O)n(C)c1=O	0.0	-2	nt	-2	1.7	0	-1	12
CCNC(=O)C[C@H]1CC[C@@H]2[C@H](COC[C@@H](O)CN2Cc2ccc(Cl)c(Cl)c2)O1	0.0	-2	1	0	0.0	6	-5	2
COc1ccc(C(=O)COC(=O)c2cc(S(=O)(=O)N3CCCCC3)ccc2N2CCOCC2)c(OC)c1	0.2	10	1	-1	nt	7	-9	11
COc1cc(CN=Cc2c(O)n(Cc3ccccc3)c(=S)[nH]c2=O)cc(OC)c1	0.2	nt	-6	2	nt	nt	-7	3
CCCn1c(N)c(N2CCCCC2)c(=O)n(CC(=O)Nc2ccc(C(C)=O)cc2)c1=O	0.1	-2	4	4	0.2	4	-24	-4
COc1ccc(CC(=O)Oc2ccccc2C)cc1	0.2	-4	17	-5	0.0	-7	-13	0
C[C@H](CO)N1C[C@H](C)[C@@H](CN(C)C(=O)Nc2ccc(F)cc2)Oc2ccc(NS(=O)(=O)c3ccccc3)cc2CC1=O	0.1	1	-3	-4	0.0	-14	14	-11
COc1cc2c(cc1OC)[C@@H]1Cc3cc4c(cc3[C@H](C2)N1C)OCO4	0.1	-7	-6	5	-0.2	4	-25	-1
Clc1ccc(-c2nnc(COc3ncnc4sccc34)o2)cc1	0.0	nt	-32	2	-1.3	nt	-26	-10
COc1ccccc1-c1cn(CC[C@H]2CC[C@H](NC(=O)c3cnccn3)[C@H](CO)O2)nn1	-0.1	6	nt	-4	0.0	-8	-9	3
CN(C)CC(=O)N[C@@H]1CC[C@H](CCn2cc(CN(C)C)nn2)O[C@H]1CO	0.2&-0.2	2	-3	5	-0.6&-1.1	-8	3	nt
CN(C)C(=O)c1ccc(-c2cccc(-c3nc(C(=O)NC4CCC4)cc4c3[C@H](CCO)N([S@@](=O)C(C)(C)C)C4)c2)cc1	0.1	6	8	-14	1.7	-1	-22	13
Cc1ccc(NC(=O)CN(Cc2ccccc2)S(C)(=O)=O)cc1C	nt	-7	5	-3	nt	18	8	nt
CCC(C)OC(=O)C1=C(C)NC(=O)NC1c1ccc(F)cc1 (configuration not stated)	nt	-3	3	-4	nt	1	7	nt
c1cc(SSc2ccncc2)ccn1	-0.1	nt	6	-10	?	nt	-6	1
C[C@H](CO)N1C[C@H](C)[C@@H](CN(C)S(=O)(=O)c2ccc(F)cc2)Oc2ccc(NC(=O)CCN3CCOCC3)cc2CC1=O	0.2	0	5	43	0.0	-9	5	nt
O=[N+]([O-])c1cc(S(=O)(=O)NCc2ccco2)ccc1NN=Cc1ccccn1	0.2	nt	-7	5	-0.1	nt	-11	4
Cc1ccc(CSCC(=O)NCc2ccc3c(c2)OCO3)cc1	0.0	nt	10	-1	nt	nt	-21	7
Cc1ccc(SC(C)C(=O)N2CCN(c3ccccc3)CC2)cc1 (configuration not stated)	0.2	-6	9	0	0.3	-2	-12	2
CCNC(=O)Nc1ccc2c(c1)C(=O)N(C)[C@@H]1CC[C@@H](CC(=O)Nc3ccccc3)O[C@@H]1CO2	0.0	-1	1	0	0.1	0	-9	-5
Cc1ccc(NC(=O)c2nc[nH]c2C(=O)N[C@@H](CCCCNC(=O)OC(C)(C)C)C(=O)OC(C)(C)C)cc1	0.1	14	26	-4	0.5	-5	-20	15
COc1ccc2c3c([nH]c2c1)[C@@H](CO)N(Cc1ccccc1F)CC31CCN(C(=O)C2CC2)CC1	0.0	nt	-1	6	-0.1	nt	-73	1
C[C@@H](NC(=O)C[C@@H]1CC[C@@H]2[C@H](COC[C@@H](O)CN2C(=O)Nc2cc(Cl)cc(Cl)c2)O1)c1ccccc1	0.1	-18	0	17	0.1	1	15	-2
COc1cc(C(=O)NN(CCC#N)C2=NS(=O)(=O)c3ccccc32)cc(OC)c1OC	0.0	5	21	0	nt	-3	-5	4
COc1ccc(NC(=O)c2cc(S(=O)(=O)N3CCOCC3)ccc2C)cc1S(=O)(=O)N1CCCCC1	0.1	-6	0	1	nt	2	-6	7
Cc1cc(C)n(-c2ccc(C(F)(F)F)cc2[N+](=O)[O-])n1	0.0	nt	0	1	-1.1	nt	3	nt
CO[C@@H](CN(C)C(=O)c1cnccn1)[C@H](C)CN([C@@H](C)CO)S(=O)(=O)c1ccccc1	0.0	-2	0	0	0.0	5	-2	-8
C[n+]1ccccc1/C=C/c1c(F)cccc1F	4.5	11	22	-8	nt	7	-2	0
COc1ccc(C(=O)COC(=O)c2n[nH]c3ccccc23)c(OC)c1	0.0	nt	-4	-7	0.0	0	-28	-1
O=S(=O)(c1cccc(-c2n[nH]c(=S)n2C2CCCC2)c1)N1CCOCC1	0.0	nt	4	-5	-0.2	nt	5	4
CC(=O)NC(=S)Nc1ccc2oc(-c3cc(F)c(F)cc3Cl)nc2c1	0.0	nt	-1	0	12	nt	0	5
CCN(C1CCCCC1)S(=O)(=O)c1ccc(S(=O)(=O)N2CCN(CCC#N)CC2)cc1	0.0	4	7	10	0.0	-6	-3	-1
Cc1ccc(S(=O)(=O)N2CCC(=O)CC2c2ccccc2)cc1 (configuration not stated)	0.3	6	-19	3	-0.1	5	-6	9
CN(Cc1nc2ccccc2c(=O)[nH]1)C(=O)c1cc(C2CC2)nn1-c1ccccc1	0.0	3	5	-3	-1.6	-1	-5	-1
Cc1noc(C)c1S(=O)(=O)Nc1ccc2c(c1)CC(=O)N([C@@H](C)CO)C[C@@H](C)[C@@H](CN(C)CC1CCCCC1)O2	0.1	-5	6	0	0.0	2	1	-18
C/C(=N\Nc1nc2ccccc2c(=O)n1O)c1ccco1	0.2	nt	-58	5	nt	nt	1	-5
O=C(C1=C[C@@H](c2csc3ccccc23)C[C@@H](OCCCCO)O1)N1CCN(Cc2ccc3c(c2)OCO3)CC1	0.0	-1	5	-3	-0.1	7	-82	-2
COc1ccc(C)cc1NC(=O)NCc1ccco1	-0.1	nt	6	5	-0.1	5	-5	-12
O=C(NCCNc1ccccc1[N+](=O)[O-])c1ccccc1F	0.1	62*	-117	1	nt	-4	-9	14
COCCNC(=O)c1cc(C)ccc1C	0.0	0	1	-1	nt	-1	-9	1
CCCSc1nnc(NC(=O)Nc2ccccc2OC)s1	0.0	47*	-41	4	nt	nt	-13	-3
COc1ccc(NC(=O)Nc2ccc3c(c2)C(=O)N([C@@H](C)CO)C[C@H](C)[C@@H](CN(C)S(=O)(=O)c2ccc(Cl)cc2)OCCCC[C@@H](C)O3)cc1	0.1	-2	8	5	nt	2	18	-3
Cc1[nH]c2ccccc2c1N=Nc1cc(C(=O)O)cc(C(=O)O)c1	-0.1	-10	6	-3	7.2	-1	-9	-3
CN1[C@@H]2c3ccc(C4=CCCC4)c(=O)n3C[C@@H]2[C@@H](CO)[C@@H]1C(=O)NCc1ccccc1F	0.3	2	-1	1	0.5	1	-33	nt
COc1ccccc1CN1CCNC(=O)C1CC(=O)NCc1cn(C)nc1C (configuration not stated)	0.2	-5	0	-2	0.1	1	-10	6
O=C(NNC(=O)c1ccccc1[N+](=O)[O-])c1cccs1	0.2	nt	-1	1	2.7	nt	-10	-5
COC(=O)c1ccc(NC(=O)COc2ccc(N(C)S(=O)(=O)c3ccc(C)cc3)cc2)cc1	0.0	14	5	-1	-0.5	0	-15	7
CCC(C)NC(=O)[C@H](CSCc1ccccc1)N1Cc2ccccc2C1=O (some centres not stated)	0.0	0	0	-9	nt	5	-10	-4
CCCn1c(N)c(N(CCOC)C(=O)c2ccc(Cl)c([N+](=O)[O-])c2)c(=O)[nH]c1=O	0.0	3	3	-2	nt	-16	-11	2
COc1ccc(N(CC(=O)NC2CCCC2)C(=O)c2ccc(C)s2)c(OC)c1	0.2	-5	1	-1	nt	4	-10	-5
O=C1OCCC1Sc1nnc(-c2ccco2)n1-c1ccccc1 (configuration not stated)	-0.2	nt	-2	-3	nt	nt	-27	nt
COc1cccc(C2CC(=O)Nc3c2c(=O)[nH]c2ncnn32)c1 (configuration not stated)	0.0	nt	3	0	2.6	nt	-13	-9
COCCn1c(SCC(=O)Nc2ccccc2F)nnc1-c1ccoc1C	0.0	2	0	-1	nt	0	-4	-1
CC(=O)c1ccc(NC(=S)Nc2ccc3cn[nH]c3c2)cc1	0.2	7	-14	-4	nt	20	-10	nt
CCCNC(=O)C[C@@H]1C[C@@H]2c3cc(NS(C)(=O)=O)ccc3O[C@@H]2[C@@H](CO)O1	0.1	5	-6	7	0.2	-9	3	-13
Cc1ccc2c(CN3CCN(c4ccccc4)CC3)cc(=O)oc2c1	0.1	4	0	-7	nt	2	-13	2

Source: PubChem (Broad Institute)
